Screening data from PubChem BioAssay.
Bim-Bcl-B: disrupts Bim peptide binding to human Bcl-B | AID 951 | inhibition, % at 10 µM | bead-based flow cytometry | 190,000 compounds, 0.073% hits | Q9HD36;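 also: 0% = tracer peptide without compound and 100% = reference inhibitor peptide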
Bim-Bcl-XL: disrupts Bim peptide binding to human Bcl-XL; Q07817; bead flow cytometry, fluorescence; inhibition, % at 10 µM; 190,000 compounds, 0.04% hits
Target sequence (Q07817 whole entry, looked up): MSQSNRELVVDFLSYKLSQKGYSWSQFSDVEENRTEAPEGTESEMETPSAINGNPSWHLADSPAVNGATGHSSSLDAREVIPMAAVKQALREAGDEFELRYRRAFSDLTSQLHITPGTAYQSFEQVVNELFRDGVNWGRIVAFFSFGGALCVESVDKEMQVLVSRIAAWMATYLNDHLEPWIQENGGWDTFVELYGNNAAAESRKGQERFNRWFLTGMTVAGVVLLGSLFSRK
RGS8-Gao reg: human RGS8-Galphao interaction regulation; P09471; multiplexed bead flow cytometry, RGS8-Galphao binding; actives lie on both sides; response (percent of control binding), % at 10 µM; 220,000 compounds, 0.34% hits; in the data active = response below about 60% or above about 140%; inactive = in between;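 also: Galphao activated as the GDP aluminium fluoride complex binding bead-coupled RGS8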
RGS7-Gao reg: regulators of human RGS7-Galphao interaction; P09471; 220,000 compounds, 0.35% hits; binding response (% of control), % at 10 µM; Multiplexed bead flow cytometry, RGS7-Galphao binding; actives lie on both sides; in the data active = binding response below about 49% or above about 150%; inconclusive = no clear call, values can overlap the other calls; inactive = in between;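 also: fluorescent Galphao held in activated GDP-AlF4 state binding bead-coupled RGS7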
Bcl-W Bim block: inhibitors of Bim-Bcl-W interaction, human; Q92843; bead-based flow cytometry, Bim peptide-Bcl-W binding; inhibition, % at 10 µM; 190,000 compounds, 0.02% hits;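 also: 0% = bound tracer without compound and 100% = peptide blocker; higher means less fluorescent Bim peptide bound to Bcl-W beads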
Target sequence (Q92843 whole entry, looked up): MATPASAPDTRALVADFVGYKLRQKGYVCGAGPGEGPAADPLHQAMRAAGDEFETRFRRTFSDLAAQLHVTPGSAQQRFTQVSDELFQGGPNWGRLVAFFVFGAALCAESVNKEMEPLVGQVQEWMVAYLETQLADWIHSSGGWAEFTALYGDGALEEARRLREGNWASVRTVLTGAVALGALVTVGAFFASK
ABCG2 inh: human ABCG2 inhibition, ABCB1 as counter-screen; Q9UNQ0; IgMXP3 cells, JC-1 efflux, flow cytometry; inhibition, % at 6.6 µM; 190,000 compounds, 0.1% hits; AID 1325;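 active = inhibition above 80%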;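 also: 0% = DMSO and 100% = nicardipine control wells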
Target sequence (Q9UNQ0 whole entry, looked up): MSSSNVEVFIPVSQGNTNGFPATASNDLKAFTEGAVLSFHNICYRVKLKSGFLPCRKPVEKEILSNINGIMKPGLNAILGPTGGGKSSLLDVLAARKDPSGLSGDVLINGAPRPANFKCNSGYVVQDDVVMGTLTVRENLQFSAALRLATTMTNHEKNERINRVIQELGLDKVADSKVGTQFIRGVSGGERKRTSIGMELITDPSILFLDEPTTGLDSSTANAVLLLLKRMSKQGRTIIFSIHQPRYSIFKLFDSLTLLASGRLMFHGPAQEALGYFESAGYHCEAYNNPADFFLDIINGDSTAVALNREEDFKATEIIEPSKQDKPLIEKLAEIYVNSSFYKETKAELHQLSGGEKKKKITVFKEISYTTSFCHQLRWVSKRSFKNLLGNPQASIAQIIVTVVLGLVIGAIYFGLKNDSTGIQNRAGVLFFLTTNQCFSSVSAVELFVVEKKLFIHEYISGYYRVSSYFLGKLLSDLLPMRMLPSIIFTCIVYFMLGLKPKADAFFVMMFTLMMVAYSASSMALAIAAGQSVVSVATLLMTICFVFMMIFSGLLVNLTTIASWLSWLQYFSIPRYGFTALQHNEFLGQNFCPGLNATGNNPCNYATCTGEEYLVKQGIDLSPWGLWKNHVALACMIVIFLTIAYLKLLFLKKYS
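Test system: IgMXP3 (ABCG2) plus far-red-tagged CCRF-Adr (ABCB1) cells / Amount: 3 million cells/mL in well / Reagent: JC-1 transporter substrate / Timing: 10 min compound exposure, 25 °C / Signal: flow cytometry, 530 nm JC-1 signal / Read-out: percent efflux inhibition, scaled nicardipine 100% to DMSO 0% / Benchmarks: nicardipine as high control, DMSO as low control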
Bim-Bcl-2: human Bim-Bcl-2 interaction inhibition; Bead-based flow cytometry, Bim peptide-Bcl-2 binding; inhibition, % at 10 µM; 190,000 compounds, 0.06% hits; AID 950; in the data active = inhibition above about 40%; inconclusive = no clear call, values can overlap the other calls;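 also: 0% = no compound wells with probe peptide and 100% = reference peptide inhibitor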
Bim-Bfl-1: human Bim-Bfl-1 interaction inhibition. Bead-based flow cytometry, Bim-Bfl-1 binding inhibition. inhibition, % at 10 µM. 190,000 compounds, 0.12% hits. AID 1008;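 also: 0% = wells without compound plus tracer and 100% = blocker peptide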
RGS4-Gao reg: modulates binding of RGS4 to human Galphao; P09471; binding response (% of control), % at 10 µM; 220,000 compounds, 0.33% hits; Multiplexed bead flow cytometry; actives lie on both sides; in the data active = binding response below about 49% or above about 150%; inactive = in between;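 also: fluorescent Galphao activated with aluminum fluoride binding bead-coupled RGS4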
GSH bead fluor: compound fluoresces at 488/530 nm on GSH beads. GSH beads flow cytometry, compound fluorescence 488/530 nm; active compounds read high. fluorescence (KMESF) at 10 µM. 190,000 compounds, 0.25% hits. AID 1776; in the data active = fluorescence above about 89;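 also: glutathione beads carrying GST-tagged Bcl family fusion proteins plus one bare bead set; values are compound well signal with DMSO vehicle wells as background; inactives centre near 16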
ABCB1 inh: human ABCB1 inhibition, ABCG2 as counter-screen | P08183 | CCRF-Adr cells, JC-1 efflux, flow cytometry | inhibition, % at 6.6 µM | 190,000 compounds, 0.067% hits | AID 1326; in the data active = inhibition above about 40%;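 also: 0% = vehicle and 100% = reference inhibitor; higher value means more JC-1 retained so stronger ABCB1 efflux block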
The depositor's hits bear a star; ? = inconclusive; nt = not tested or not shown; & = joins results of further samples; [ ] = another dose, or the depositor's remark. Rule as the data show it, unless noted: active = inhibition above about 40%.

SMILES	Bim-Bcl-B	Bim-Bcl-XL	RGS8-Gao reg	RGS7-Gao reg	Bcl-W Bim block	ABCG2 inh	Bim-Bcl-2	Bim-Bfl-1	RGS4-Gao reg	GSH bead fluor	ABCB1 inh
Nc1ccn(-c2ccccc2)c(=O)c1	-1	-1	96	97	0	11	2	1	94	29	1.5
COc1cc(C(=O)Nc2nccs2)cc(OC)c1OC	-2	-6	97	98	0	46	-7	-16	98	30	0.6
C=C(C)C1CCC(C)=C1CC(C)(C)/C=N\n1cnnc1 (configuration not stated)	-4	0	99	101	0	-5	-5	-9	99	21	0.1
COc1cc(S(=O)(=O)Nc2c(C)cc(C)cc2C)ccc1Cl	-8	6	100	100	-1	7	-13	-13	101	33	0.9
Cc1ccc(C2=N/C(=C\c3cccs3)C(=O)N2Nc2ccccc2)cc1	-15	7	97	99	3	-6	0	-9	100	23	-0.7
CN(C)Cc1nc2c([nH]1)c(=O)n(C)c(=O)n2C	-1	-3	103	100	3	-1	-5	-8	102	17	-1.0
C=CCc1cccc(/C=N/NC(=O)CCC(=O)Nc2ccc(F)cc2)c1O	-3	-3	104	104	-2	1	-4	0	104	4	-0.6
CCSc1nnc(NC(=O)CCCOc2ccc(C)cc2)s1	0	-3	101	98	0	1	-4	-5	103	19	0.8
Cc1cc(C)c(S(N)(=O)=O)c(C)c1-n1cnnn1	-10	-16	103	101	-1	0	-8	-12	100	41	0.3
CC(=O)Cn1c(C(F)(F)F)nc2ccccc21	-12	-15	98	98	-5	13	-15	-22	98	26	1.0
Cc1c(Cl)c(C(=O)NNC(=S)Nc2ccc(F)cc2)nn1C	-8	-1	103	99	0	1	4	1	100	16	-0.1
CC(C)N1C(=O)CCC1C(=O)NC1CCCC1 (configuration not stated)	-14	-9	101	102	-9	2	-9	-24	99	21	0.5
CS(=O)(=O)N(CC(=O)N1CCN(c2ccc(F)cc2)CC1)C1CCCCC1	2	5	99	100	0	1	-1	-1	100	23	0.5
O=C1CCC(=O)N1OCCOc1ccc2c(c1)CCC2	-3	-1	98	94	-2	2	0	-1	101	19	0.7
Cc1ccc(C2C(C(=O)c3sc(C)nc3C)=C(O)C(=O)N2CCN2CCOCC2)o1 (configuration not stated)	-4	-4	100	105	-2	0	-2	-1	102	17	0.0
O=C(C1CCN(S(=O)(=O)c2ccccc2F)CC1)N1CCc2ccccc2C1	-1	0	103	103	0	1	-3	-6	103	20	0.7
O=C(Cc1cnc2ncnn2c1)N1CCc2c([nH]c3ccccc23)C1c1ccccc1F (configuration not stated)	-8	-5	101	101	-2	4	-4	-4	99	9	1.5
COCCn1c(-c2ccc(Cl)cc2)nc2c(c(=O)c3ccccc3n2C)c1=O	-9	-3	100	91	-4	7	-11	-18	95	16	2.2
COc1ccccc1-n1c(-c2ccccc2)c[n+]2c1CCc1ccccc1-2	-3&-1	-2&0	99&107	?	-1&-2	8&-1	-1&-5	-5&-8	96&102	16&13	0.2&0.6
O=C(NC1CCCCC1)C(c1ccccc1)N(Cc1ccc2c(c1)OCO2)C(=O)c1cnsn1 (configuration not stated)	-7	-6	nt	nt	0	2	-14	3	nt	20	1.2
O=C(N/N=C/c1ccc([N+](=O)[O-])o1)c1cc(-c2ccncc2)nc2ccccc12	2	-4	94	93	0	1	0	1	91	8	0.1
COc1cccc(C(=O)NCCSc2ccc(Br)cc2)c1	-4	-5	21*	16*	-4	2	-2	-5	20*	15	0.0
O=C(OCC(=O)N1CCCC1)c1cc(Br)ccc1Cl	-1	-3	104	106	-3	3	-1	-2	104	12	0.0
C/C=C/c1ccc(OCCOCCOc2cccc3cccnc23)c(OC)c1	-10	-7	93	99	-5	10	-5	-6	98	18	1.8
COc1cccc(NC(=O)CSCC(=O)Nc2ccccc2)c1	-5	0	96	90	-1	1	-3	-12	91	7	0.0
Nc1nnc(SCC(=O)N2CCN(c3ccccc3)CC2)n1-c1ccccc1	-10	-1	100	100	-2	-1	-9	-4	101	23	-2.5
CN(CC(=O)NC1CCCCCCC1)S(=O)(=O)c1cccc2cccnc12	-5	-4	98	98	0	1	-7	-9	97	25	0.8
Cc1ccc(NC(=O)c2ccc(NCCCN3CCOCC3)c([N+](=O)[O-])c2)cc1Cl	-8	-5	100	102	-6	-3	-3	-7	99	12	-0.5
CC(C)C(=O)Nc1cccc(C(=O)Nc2ccccc2C(=O)O)c1	-4	-7	101	102	-3	1	-11	-17	103	11	0.2
CCOC(=O)C1(Cc2ccc(O)cc2)NC(c2ccco2)C2C(=O)N(c3ccccc3F)C(=O)C21 (configuration not stated)	-5	3	101	98	2	0	-6	-8	101	37	-0.1

Part of the list above in order of heavy-atom count, smallest number first:
SMILES	Bim-Bcl-B	Bim-Bcl-XL	RGS8-Gao reg	RGS7-Gao reg	Bcl-W Bim block	ABCG2 inh	Bim-Bcl-2	Bim-Bfl-1	RGS4-Gao reg	GSH bead fluor	ABCB1 inh
CC(C)N1C(=O)CCC1C(=O)NC1CCCC1 (configuration not stated)	-14	-9	101	102	-9	2	-9	-24	99	21	0.5
COc1cccc(NC(=O)CSCC(=O)Nc2ccccc2)c1	-5	0	96	90	-1	1	-3	-12	91	7	0.0
C=CCc1cccc(/C=N/NC(=O)CCC(=O)Nc2ccc(F)cc2)c1O	-3	-3	104	104	-2	1	-4	0	104	4	-0.6
CCOC(=O)C1(Cc2ccc(O)cc2)NC(c2ccco2)C2C(=O)N(c3ccccc3F)C(=O)C21 (configuration not stated)	-5	3	101	98	2	0	-6	-8	101	37	-0.1

(more compounds)
SMILES	Bim-Bcl-B	Bim-Bcl-XL	RGS8-Gao reg	RGS7-Gao reg	Bcl-W Bim block	ABCG2 inh	Bim-Bcl-2	Bim-Bfl-1	RGS4-Gao reg	GSH bead fluor	ABCB1 inh
CCN(C(=O)CSc1nc2cc(C(F)(F)F)ccc2n1Cc1ccccc1)C1CCS(=O)(=O)C1 (configuration not stated)	-3	-3	94	95	-1	34	-5	-9	96	11	5.7
COc1ccc(OC)c(NC(=O)CCN2CCN(c3ccccc3F)CC2)c1	nt	16	108	106	-1	22	3	2	100	40	2.7
CC(=O)c1cc(F)c(N2CCN(c3ccc([N+](=O)[O-])cc3F)CC2)cc1C	-12	-9	100	99	-1	16	-7	-15	100	31	1.0
Cc1cccc(OCCCC(=O)Nc2ccc(N3CCOCC3)cc2)c1	0	-4	96	93	0	2	2	0	98	16	0.2
Cc1cc(C)nc(NS(=O)(=O)c2ccc(NC(=S)NC(=O)CC(C)C)cc2)n1	-13	-8	108	194*[activator]	-7	2	-12	-3	208*[activator]	20	0.5
CC1CC(C)CN(C(=O)c2ccc3c(=O)n(Cc4ccc5c(c4)OCO5)c(=S)[nH]c3c2)C1 (configuration not stated)	-13	-8	99	99	-3	-3	-9	-18	96	21	1.2
Cn1c(Cc2cccs2)nnc1SC/C=C/c1ccccc1	-7	-5	98	97	0	8	-9	-16	97	24	0.9
CCCCOC(=O)CNc1nnc(SCC(=O)OCC)[nH]c1=O	-11	-13	95	105	-2	2	-6	-7	104	21	-0.1
CCc1nnc(NC(=O)CSc2nnc(-c3ccccc3O)n2CC)s1	-2	-6	94	100	-2	1	-6	-2	103	12	0.3
Cc1sc(NC(=O)CN(Cc2ccc(F)cc2)C(=O)C(C)C)c(C(N)=O)c1C	0	1	101	104	2	1	3	-5	105	10	0.2
Cc1ccn2c(NC3CCCC3)c(-c3ccccn3)nc2c1	0	0	101	103	2	18	-1	-1	104	10	1.2
CCc1c(C)[nH]c2nc3ccccc3n2c1=O	-7	-9	102	100	0	32	-4	-16	101	33	0.3
COc1ccccc1Nc1nc2c(s1)CCC2	-6	-3	100	97	0	0	-2	-5	98	14	0.0
CCCCCNCc1cccn1C	-2	0	86	91	0	-1	-2	-1	89	24	-0.3
CCOC(=O)C(NC(=O)c1ccccc1)(OCc1ccccc1)C(F)(F)F (configuration not stated)	6	3	104	98	0	1	-8	-8	103	9	0.0
COc1ccc2[nH]cc(CCNC(=O)C3CCCNC3=O)c2c1 (configuration not stated)	-7	-1	101	100	0	2	-6	-8	102	27	0.7
O=C(NCc1ccc(Cl)cc1)c1ccc(COCC(F)(F)F)o1	-10	-5	99	101	-2	1	-7	-12	100	34	0.7
COc1ccc(C2SCC(=O)N2CCc2ccc(OC)c(OC)c2)cc1 (configuration not stated)	-2	2	95	98	0	1	-2	-1	98	14	0.8
CCn1c(CCn2c3ccccc3c3ccccc32)n[nH]c1=S	-14	-5	93	87	-4	3	-4	-7	88	15	0.3
CCc1ncc(C(O)c2cccc3ccccc23)n1C (configuration not stated)	-4	-8	90	92	-4	-1	-5	-9	100	17	-1.0
COc1ccc(-c2ccc3ccccc3n2)cc1OC	0	-2	101	100	0	4	0	-4	101	17	0.2
Cc1ccc(S(=O)(=O)N2CCOCC2)cc1NC(=O)COC(=O)c1n[nH]c(=O)c2ccccc12	-4	-2	93	?	-2	16	-3	-9	95	13	0.9
CCCCN1C2=NCCCN2c2ccccc21	0	0	103	103	-1	4	0	-2	110	9	0.5
CC(c1ccco1)N(C(=O)Nc1ccccc1)C1CCCCC1 (configuration not stated)	-10	-8	101	100	-3	14	-11	-15	100	25	1.1
OC(CN1CCN(c2cccc(C(F)(F)F)c2)CC1)c1c[nH]c2ccccc12 (configuration not stated)	-2	-5	101	99	2	-1	-8	-12	100	15	0.6
CSc1ccccc1NC(=S)Nc1ccccc1C(F)(F)F	-1	-4	101	98	-2	0	-5	-2	100	19	0.2
Cc1cc(C(=O)CSc2n[nH]c(N)n2)c(C)n1-c1ccccc1	-7	0	100	99	2	1	-1	-7	101	13	0.0
CCC(C)[C@H](NC(=O)Nc1cccc(Br)c1)C(=O)OC (some centres not stated)	-7	-5	102	101	-2	2	-2	-3	102	10	0.5
CCOCCCNC(=O)C1CCN(c2cc(C)nc3c(-c4ccc(OC)c(OC)c4)c(C)nn23)CC1	-1	-3	103	102	-1	2	-4	-7	101	65	0.4
O=C(CCNc1n[nH]c(=O)[nH]c1=O)N/N=C/c1ccc(C(F)(F)F)cc1	-4	0	100	102	1	3	-2	-3	100	21	1.1
COc1ccc(CCNC(=O)/C(C#N)=C2\N=C(NC(=O)c3cccs3)c3ccccc32)cc1	11	9	102	103	11	-1	6	7	101	15	0.1
C/C(CC(=O)Nc1cccc(Cl)c1C)=N\NC(=O)Cc1csc(N)n1	-4	-2	103	?	-4	0	-3	-3	104	11	-0.3
O=C(O)CC(C(=O)OC1CCCCC1)N1CCOCC1 (configuration not stated)	-12	-10	100	101	0	-2	-12	-19	102	25	0.1
CCc1ccc(C(=O)COC(=O)c2cccnc2Cl)cc1	0	-1	100	110	-1	9	0	-5	104	8	0.1
O=c1c2ccccc2nc2n1C(CSCc1cccc(C(F)(F)F)c1)CS2 (configuration not stated)	-4	-4	101	103	-3	3	-1	0	104	16	1.1
COc1cc2cc(C(c3nnnn3C3CCCC3)N3CCCCCC3)c(=O)[nH]c2cc1OC (configuration not stated)	-8	1	100	109	2	1	-2	-4	108	20	0.9
